GCN5L2 inh – inhibitors of human GCN5L2 histone acetyltransferase | GCN5L2 HAT assay, ThioGlo1 CoA-SH fluorescence | actives 0.21% (n = 390,000) | Potency, µM (doses to about 58.9 µM), without a hit: at the top dose activity change, negative = inhibition, most hits filed as inhibitors | Q92830
Target sequence (Q92830 whole entry, looked up): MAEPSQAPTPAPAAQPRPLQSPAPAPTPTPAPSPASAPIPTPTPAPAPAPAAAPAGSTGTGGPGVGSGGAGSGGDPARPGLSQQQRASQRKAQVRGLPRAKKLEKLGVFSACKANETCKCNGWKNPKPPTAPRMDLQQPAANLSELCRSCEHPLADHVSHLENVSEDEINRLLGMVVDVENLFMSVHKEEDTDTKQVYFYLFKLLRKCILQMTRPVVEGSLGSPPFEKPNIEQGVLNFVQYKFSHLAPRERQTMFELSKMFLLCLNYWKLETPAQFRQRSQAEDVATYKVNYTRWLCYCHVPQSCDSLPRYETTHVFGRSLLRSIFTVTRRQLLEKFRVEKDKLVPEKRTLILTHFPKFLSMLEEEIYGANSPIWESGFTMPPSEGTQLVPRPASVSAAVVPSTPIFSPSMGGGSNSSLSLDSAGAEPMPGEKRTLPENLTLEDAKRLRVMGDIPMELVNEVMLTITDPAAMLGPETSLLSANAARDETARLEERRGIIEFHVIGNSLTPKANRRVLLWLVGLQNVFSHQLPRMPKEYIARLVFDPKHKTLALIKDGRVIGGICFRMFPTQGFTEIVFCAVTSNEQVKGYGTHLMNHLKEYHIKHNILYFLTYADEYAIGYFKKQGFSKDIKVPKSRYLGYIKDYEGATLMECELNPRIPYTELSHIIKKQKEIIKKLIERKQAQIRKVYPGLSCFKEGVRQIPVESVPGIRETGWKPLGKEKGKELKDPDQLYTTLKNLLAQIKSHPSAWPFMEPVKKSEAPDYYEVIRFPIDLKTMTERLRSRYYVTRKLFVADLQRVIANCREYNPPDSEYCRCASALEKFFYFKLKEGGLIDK
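Free CoA generated was detected with ThioGlo1 (50uM) fluorescence at Ex340nm/Em540nm, read immediately and after 20 min at room temperature. Enzyme, 20 nM in HEPES pH 7.5 buffer, saw compounds 15 min before adding 75uM H3(1-25) peptide and 70uM acetyl-CoA.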
DT40 TDP1 CPT – DT40-hTDP1 cell growth loss with CPT. actives 12% (n = 420,000). chicken DT40 Tdp1-/-;hTDP1 cells + 20 nM CPT, ATP luminescence, 48 h. Potency, µM (highest dose often 46.2 µM), without a hit: top-dose activity change, negative = growth inhibition, hits mostly inhibitors; also: nearly all actives have a fitted effect of over 55% in size
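Cell growth measured by CellTiter-Glo luminescence after a minimum 48 h, 37 C compound exposure with 20 nM CPT in Tdp1-knockout DT40 cells stably expressing hTDP1, seeded 400/well; qHTS titration format.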
TDP1 cell noCPT – qHTS for Inhibitors of human tyrosyl-DNA phosphodiesterase 1 (TDP1): qHTS in cells in absence of CPT; DT40 Tdp1-/- hTDP1 cells, no CPT, ATP luminescence, 48 h; Potency, µM (top dose mostly 46.2 µM), inactives show at the top dose activity change, negative = growth inhibition, hits mostly inhibitors; actives 15% (n = 420,000); AID 686978, 2013; also: nearly all actives have a fitted effect of over 55% in size
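No-CPT arm: Tdp1-/-;hTDP1 DT40 cells (400/well) plus compounds, incubated ≥48 hr at 37 °C. Readout CellTiter-Glo luminescence.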
* = called active by the depositor; ? = inconclusive; / = no result given; ! = not active in a repeat; [ ] = another dose, or the depositor's remark. Calls follow the shape of the dose curve; as a rule, active = well fitted curve in the direction sought with a large enough effect; inconclusive = small, poorly fitted or top-dose-only effect, or another doubt; inactive = no such curve, though single readings can be large; an effect the other way counts as inactive or inconclusive. % is scaled to controls: 0 for no effect and ±100 for the full control effect; potency is read from the fitted curve at half-maximal effect.

Under each structure – GCN5L2 inh | DT40 TDP1 CPT | TDP1 cell noCPT
CCOC(=O)NC(=O)CSc1nc(-c2ccc(C)c(C)c2)cn1-c1ccccc1
    -11% | ? | ?
C=CCSc1nc(Cc2ccc(Cl)cc2)nc2ccccc12
    -16% | -17% | -1%
Cc1cccc(CCNC(=O)C2CCC(=O)N(Cc3ccc(Cl)cc3)C2)n1 (configuration not stated)
    0% | 9% | 3%
COC(=O)C(Cc1ccccc1)NS(=O)(=O)c1ccccc1Br (configuration not stated)
    -11% | 3% | -1%
COc1ccc(CCNC(=O)Nc2nnc([C@H]3C[C@H](O)[C@@H](CO)O3)s2)cc1OC
    / | -23% | -10%
COCCCN1C(=O)C(CC(=O)NC(c2ccccc2)c2ccccc2)CC(C(=O)N2CCOCC2)=C1C (configuration not stated)
    / | -5% | -9%
COc1ccc(N2CCN(S(=O)(=O)c3csc(C(N)=O)c3)CC2)cc1
    -7% | -15% | -5%
CCCCOc1ccc(Cc2c(O)nc(SC)[nH]c2=O)cc1
    -8% | 16% | -6%
O=C(CSc1oc(-c2cccs2)nc1S(=O)(=O)c1ccccc1)Nc1ccc(F)cc1
    1% | 16µM* | ?
COc1ccc(Nc2ccc3ccccc3c2)cc1
    / | -8% | ?
Cc1nc2oc3ccc(F)cc3c(=O)c2cc1C(=O)O
    -19% | -12% | -24%
O=C(O)CC1CCC(=C(Cl)Cl)C1 (configuration not stated)
    -9% | 1µM* | 2.9µM*
CC(=O)c1ccc(S(=O)(=O)NCCC(=O)NCCc2c[nH]c3ccccc23)cc1
    -5% | ? | ?
COc1cccc(N2CC(C(=O)NCc3n[nH]c(=O)c4ccccc34)CC2=O)c1 (configuration not stated)
    0% | -28% | -17%
COc1ccc(CN(C)C(=O)c2cccc(S(=O)(=O)N3CCc4ccccc43)c2)c(OC)c1
    -9% | 21µM* | 15µM*
COc1ccc(CNc2ncnc3nc[nH]c23)cc1
    / | 14µM* | 14µM*!
Cn1nnc2c(N3CCN(Cc4ccccc4)CC3)ncnc21
    / | ? | 16µM*
Cc1cc2cc(C)c(NCCNC(=O)c3ccccc3)nc2cc1C
    4% | ? | ?
O=C(N/N=C\c1ccc(CN(Cc2ccc(Cl)cc2)S(=O)(=O)c2ccccc2)o1)C(=O)Nc1ccc(F)cc1
    -1% | ? | 15µM*
O=C(Nc1ccccc1Cl)c1cc(C2CCCCN2C(=O)CCCc2ccccc2)on1 (configuration not stated)
    / | 29µM* | 23µM*
Cn1c(SCC(=O)N2CCOCC2)nnc1-c1ccc(NC(=O)c2ccccc2F)cc1
    -12% | -21% | -14%
Cc1ccc(SCCNC(=O)/C=C/c2ccccc2Cl)cc1
    -10% | -24% | -20%
COc1cccc(/C=N/NC(=S)Nc2cccc(S(=O)(=O)N(C)C)c2)c1
    4% | 4.1µM* | 8.2µM*
CCn1cc(S(=O)(=O)Nc2ccc(Cl)cc2F)cn1
    0% | 2% | 24%
Cc1ccc(S(=O)(=O)c2nnn3c2nc(NCc2ccccc2)c2sccc23)cc1
    4% | ? | ?
O=C(COc1ccc([N+](=O)[O-])cc1)NCc1cccnc1
    2% | 1% | 5%
COc1ccc(C(=O)NNC(=O)C2CC=CCC2)cc1 (configuration not stated)
    2% | 15% | 0%
Cn1nc(C(C)(C)C)cc1C(=O)N1CCCCC1c1cc(C(=O)Nc2ccc3c(c2)OCO3)no1 (configuration not stated)
    / | 18µM* | 4.6µM*
CCCCCCSc1cccc(-c2nc3ccccn3c2NCc2ccccc2)c1
    -10% | 16µM* | 16µM*
Clc1ccc(C2=CSC3=NCCN23)c(Cl)c1
    / | 4% | -10%

Remaining list, next part.
Under each structure – GCN5L2 inh | DT40 TDP1 CPT | TDP1 cell noCPT
CCOC(=O)c1c(NC(=O)C2c3ccccc3Oc3ccccc32)sc(C(N)=O)c1C
    -2% | ? | ?
COc1ccc(C=C(C(C)=O)C(C)=O)cc1OC
    -5% | ? | ?
Cc1c(N=NC2=C(O)CC(C)(C)CC2=O)c(=O)n(-c2ccccc2)n1C
    -6% | ? | ?
COc1ccc(-c2csc(NC(=O)CCNC(=O)c3ccco3)n2)cc1
    / | -11% | -14%
Cc1cc(=O)n2nc(N3CCC(C(=O)N4CCN(Cc5ccccc5)CC4)CC3)sc2n1
    -4% | 1% | 5%
C=Cn1ccnc1CC(O)c1ccc(OC)cc1 (configuration not stated)
    / | 2% | 6%
Cc1c(NC(=O)c2ccc(NS(=O)(=O)c3ccccc3)cc2)c(=O)n(-c2ccccc2)n1C
    ? | -18% | -8%
CNC[C@H]1Oc2c(NS(=O)(=O)c3ccc(OC)cc3)cccc2C(=O)N([C@H](C)CO)C[C@H]1C
    2% | -7% | -4%
COc1cc(OC)cc(-c2c(C#Cc3ccsc3)c3cc(-c4ccc5[nH]ccc5c4)ccc3n2C)c1
    -4% | -9% | -20%
CCN(CC(=O)NC(C)(C)C)C(=O)c1ccc(Br)cc1
    -6% | -2% | 1%
CCCNC(=S)N1CCN(c2nc(-c3cccc(OC)c3)cs2)CC1
    0% | ? | ?
CC(O)(C#CCN1CCCCC1)c1ccccc1 (configuration not stated)
    -3% | -2% | -3%
CC(SCc1ccccc1)C(=O)Nc1ccccc1Br (configuration not stated)
    -2% | -14% | ?
COC(=O)[C@@]12CCCCN1[C@H](c1ccc(-c3ccc(Cl)c(Cl)c3)cc1)[C@H]1C(=O)N(C)C(=O)[C@H]12
    -2% | 12µM* | 16µM*
CCOc1c2ccc(C(=O)NCc3ccc4c(c3)OCO4)cc2nn1CC
    -1% | -9% | -20%
O=C(O)CC1c2ccccc2CCN1C(=O)Nc1cc(Cl)ccc1Cl (configuration not stated)
    7% | 21µM* | 21µM*
CC(=O)NC(=S)Nc1ccc(N2CCOCC2)c(S(=O)(=O)Nc2cc(Cl)ccc2Cl)c1
    -1% | -2% | 0%
COC(C(=O)NCc1ccc(C)cc1)c1ccccc1 (configuration not stated)
    -3% | 13% | -9%
Cc1cccc(N2CCN(C(=O)c3ccc4nc[nH]c4c3)CC2)c1C
    0% | 12% | ?
COC(=O)c1cc(C)sc1NC(=O)CC1Nc2ccccc2NC1=O (configuration not stated)
    -5% | -2% | -15%
CCC1(C)Cc2c(sc3nc(SC)n(-c4ccc(C)cc4)c(=O)c23)CO1 (configuration not stated)
    -3% | ? | 15µM*
CCOCc1c(C(=O)NCC(c2ccco2)N2CCCC2)oc2ccccc12 (configuration not stated)
    -2% | 23µM* | ?
CC1=C(C(=O)N(C)C)CC(CC(=O)NCc2ccco2)C(=O)N1Cc1ccccc1 (configuration not stated)
    / | -14% | -20%
Cc1cccc(CNC(=O)CN2C(=O)CCn3nc(-c4cn(C)c5ccccc45)cc32)c1
    -9% | ? | ?
CN(C)c1cc[n+](CC(=O)N2c3ccccc3Sc3ccccc32)cc1
    -8% | 2.1µM* | 2.9µM*
Cc1csc2c(=O)sc(NC(=O)c3cccs3)nc12
    ? | -23% | ?
C[C@@H]1CC[C@H](Cc2ccc(-n3cccc3)cc2)N1C(=O)OC(C)(C)C
    / | ? | 18µM*
Cc1ccc(S(=O)(=O)N2C[C@]3(O)C[C@@H]4C(=O)N(c5ccccc5)C(=O)[C@@H]4C[C@]3(OC(=O)NCc3ccccc3)C2)cc1
    / | -7% | -24%
Cc1cccc(-c2cc3nc(-c4ccccc4)cc(=O)n3[nH]2)c1
    -10% | 23µM* | 23µM*
N#Cc1cccc(-c2ccc3ncnc(NCc4cccs4)c3c2)c1
    ? | ? | 23µM*

Other compounds
Under each structure – GCN5L2 inh | DT40 TDP1 CPT | TDP1 cell noCPT
O=C(NCCCN1CCOCC1)c1cnccn1
    -3% | -8% | 17%
CCOC(=O)Nc1ccccc1N1C(=O)c2ccccc2C1=O
    -4% | -3% | 8%
Cn1cc(Br)c(C(=O)NN2C(=O)C3C(C2=O)C2C=CC3C23CC3)n1 (configuration not stated)
    -1% | 4% | 16%
COc1cc(C(C)=O)ccc1OCC(=O)Nc1ccc(Cl)c(S(=O)(=O)N2CCOCC2)c1
    -3% | 23µM* | 18µM*
COc1ccc(CCNC(=O)C2CCN(S(=O)(=O)c3ccc(F)cc3)CC2)cc1
    1% | -18% | -13%
NC(=O)c1c(NC(=O)c2cc(-c3ccc(F)cc3)on2)sc2c1CCCC2
    -13% | 0% | 5%
CCOc1cccc(-c2c(C(=O)N/N=C/c3ccoc3)nnn2-c2nonc2N)c1
    1% | ? | -23%
Cc1cccc(Nc2ccc3nonc3c2[N+](=O)[O-])c1C
    2% | 4% | -14%
CCc1ccc(C(=O)NCC2COc3ccccc3O2)o1 (configuration not stated)
    -7% | -9% | -15%
OCCC1CN(Cc2cnc(-c3ccc(Cl)cc3)nc2)CCN1C1CCCCC1 (configuration not stated)
    -3% | ? | 21µM*
Cc1ccc(S(=O)(=O)N(C)CC(=O)NCCc2c[nH]c3ccccc23)cc1
    -2% | ? | ?
CC(=O)c1ccc(OCCCC(=O)NC2CCCc3ccccc32)cc1 (configuration not stated)
    -6% | ? | ?
Cc1cc(C(=O)NCC(=O)Nc2c(C)cccc2C)c(C)o1
    11% | -22% | 14%
COCCN1C(=O)CCC1(C)C(=O)Nc1ccc2c(c1)OCCO2 (configuration not stated)
    / | 16% | 2%
COc1cccc(CN(C)C(=O)c2csc3c2CCCC3)c1OC
    -8% | -8% | -23%
CCOC(=O)c1sc(N)nc1C(C)C
    ? | -16% | -5%
CCOC(=O)CSc1ncnc2c1cnn2-c1ccc(C)cc1C
    -10% | -3% | -1%
Cc1c(Br)c([N+](=O)[O-])nn1CC(=O)NCc1ccccn1
    -4% | -10% | -8%
Cc1nc2ccc(N)cc2c(=O)n1Cc1ccc(Cl)cc1
    -10% | -14% | -29%
O=C(N/N=C\c1ccc(-c2ccccc2[N+](=O)[O-])o1)C1COc2cc3ccccc3cc2O1 (configuration not stated)
    22µM* | ? | ?
Cc1ccc(C)c(S(=O)(=O)Nc2ccc(C(=O)NCCCN3CCOCC3)cc2)c1
    -10% | ? | -16%
Cc1cc(CC(C)C)n(-c2nc3ccccc3c(=O)n2OCC(N)=O)n1
    -5% | ? | ?
O=C(NCC(c1ccco1)N1CCN(c2ccccc2)CC1)c1ccc2c(c1)OCO2 (configuration not stated)
    -7% | ? | ?
COC(=O)c1ccc(OCCN2C3=NCCN3c3ccccc32)cc1
    1% | ? | ?
COCn1c(-c2cccc(Br)c2)nc2ccccc21
    -2% | ? | -28%
Cc1cc(CNC(=O)c2cccc(OC3CCN(S(=O)(=O)N(C)C)CC3)c2)on1
    -3% | ? | -17%
COc1ccc2[nH]c(=O)c(C(c3nnnn3C3CCCC3)N3CCN(Cc4ccc5c(c4)OCO5)CC3)cc2c1 (configuration not stated)
    1% | 26µM* | ?
CCc1ccc(Nc2n[n+](-c3ccccc3)c(-c3ccc(C(=O)O)cc3)s2)cc1
    1% | -29% | -18%
Nc1c(Cl)ncnc1N1CCN(c2ncnc(Cl)c2N)CC1
    -4% | -9% | ?
Cc1ccc(C)c(-c2nnc(NC(=O)c3ccco3)o2)c1
    -9% | ? | ?

More entries follow:
Under each structure – GCN5L2 inh | DT40 TDP1 CPT | TDP1 cell noCPT
COc1ccccc1NC(=O)Cn1nc(-c2ccncc2)nc1SCC(=O)NC1CCCC1
    1% | 13µM* | 15µM*
COc1ccc(-n2ccnc(NCc3cccs3)c2=O)cc1
    30%[activator] | -19% | ?
CCOC(=O)c1ccc(N2C(=O)CC(C)(CC)CC2=O)cc1
    -3% | -5% | -8%
O=C(c1ccco1)N1CCN(CC2CC3C=CC2C3)CC1 (configuration not stated)
    -12% | -26% | -2%
O=C(O)CCSc1nnc(COc2ccc([N+](=O)[O-])cc2)n1-c1ccccc1
    1% | 7% | 5%

In the list so far, eight contain two or more sulfur atoms:
Under each structure – GCN5L2 inh | DT40 TDP1 CPT | TDP1 cell noCPT
COc1ccc(N2CCN(S(=O)(=O)c3csc(C(N)=O)c3)CC2)cc1
    -7% | -15% | -5%
O=C(CSc1oc(-c2cccs2)nc1S(=O)(=O)c1ccccc1)Nc1ccc(F)cc1
    1% | 16µM* | ?
COc1cccc(/C=N/NC(=S)Nc2cccc(S(=O)(=O)N(C)C)c2)c1
    4% | 4.1µM* | 8.2µM*
Cc1ccc(S(=O)(=O)c2nnn3c2nc(NCc2ccccc2)c2sccc23)cc1
    4% | ? | ?
CCCNC(=S)N1CCN(c2nc(-c3cccc(OC)c3)cs2)CC1
    0% | ? | ?
CC(=O)NC(=S)Nc1ccc(N2CCOCC2)c(S(=O)(=O)Nc2cc(Cl)ccc2Cl)c1
    -1% | -2% | 0%
CCC1(C)Cc2c(sc3nc(SC)n(-c4ccc(C)cc4)c(=O)c23)CO1 (configuration not stated)
    -3% | ? | 15µM*
Cc1csc2c(=O)sc(NC(=O)c3cccs3)nc12
    ? | -23% | ?
